Compound activity from PubChem BioAssay.
PglD DTNB: inhibitors of Campylobacter jejuni PglD acetyltransferase. inhibition, % at 12.5 µM. AID 602405. 0.098% of 360,000 active. purified PglD enzyme, DTNB colorimetric CoA detection; in the data active = inhibition above about 16%, passing the limit was not always enough; also: strong numbers were not always called active
PGC1a acetyl inh: lowers PGC1a acetylation signal in U2OS cells. 0.17% of 350,000 active. inhibition, % at 15.6 µM. AID 651687. AlphaScreen anti-acetyl-lysine; with virally co-expressed GCN5 acetyltransferase;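 active = every replicate shows inhibition of at least 40%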;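 also: 0% = neutral control wells and 100% = positive control wells; some results beyond the cut were filed as inactive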
Cneo AK release: causes C. neoformans cell lysis. adenylate kinase release luminescence, 4 h; normalised: neutral wells 0, clomiphene wells 100. lysis activity, % at 15 µM. 0.2% of 360,000 active;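 active = mean lysis activity across replicates of at least 80%, whatever share of replicates individually reach that level; inactive = mean lysis activity below 80%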
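Signal: Adenylate kinase release luminescence | Assay system: Log-phase Cryptococcus neoformans yeast cells | Input: Cells at 5 × 10^6 per mL | Buffer or medium: Fresh YPD growth medium | Compound: Single dose | Schedule: Static 4 h at 37 °C with compound, 1 h detection | Controls: Clomiphene | Read-out: Luminescence rise reflecting yeast cell lysis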
ERAP1 inh: ERAP1 (human) enzyme inhibition | recombinant ERAP1, Leu-AMC fluorescence, 60 min | inhibition, % at 10.7 µM | Q9NZ08 | 0.15% of 340,000 active;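 active = mean replicate inhibition of at least 30%, or all replicates individually reaching that 30% level; inactive = mean below 30% and not every replicate reaching it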;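 also: 0% = neutral control wells and 100% = L-leucinethiol positive control wells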
miR-122 sensor: inhibitors of miR-122 in Huh7 cells | activation (reporter increase), % at 12.5 µM | Huh7 miR-122 Renilla luciferase sensor, 48 h; neutral wells = 0, positive control = 100 | 0.3% of 340,000 active;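 active = mean replicate activation score at least 90 and every replicate individually at or above 90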;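 also: higher luciferase means less miR-122 activity so hits act as miR-122 inhibitors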
RAD54 branch: blocks human RAD54 Holliday junction branch migration. Q92698. FAM/BHQ fluorescence. inhibition, % at 10.4 µM. 0.14% of 360,000 active. AID 602329;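 active = mean normalized replicate activity at least 40 and at least half of replicates scoring 40 or more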;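 also: 0% = median of neutral control wells and 100% = median of positive control wells; inhibitors cause a drop in the FAM fluorescence signal; in these data hits start at about 50%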
E-sel inducer: E-selectin induction on HUVECs; HUVEC E-selectin immunofluorescence imaging; normalized: neutral wells 0, TNF-alpha wells 100; activation, % at 7.58 µM; 0.37% of 260,000 active; AID 686992;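 active = mean E-selectin-positive cell signal at least 10% of the positive control, reached in at least 60% of replicates, without over 20% cell loss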;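 also: in these data hits start at about 27%; measured in HUVEC primary endothelial cells; signal is the percent of cells scored E-selectin positive by PE staining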
Target sequence (P16581 whole entry, looked up): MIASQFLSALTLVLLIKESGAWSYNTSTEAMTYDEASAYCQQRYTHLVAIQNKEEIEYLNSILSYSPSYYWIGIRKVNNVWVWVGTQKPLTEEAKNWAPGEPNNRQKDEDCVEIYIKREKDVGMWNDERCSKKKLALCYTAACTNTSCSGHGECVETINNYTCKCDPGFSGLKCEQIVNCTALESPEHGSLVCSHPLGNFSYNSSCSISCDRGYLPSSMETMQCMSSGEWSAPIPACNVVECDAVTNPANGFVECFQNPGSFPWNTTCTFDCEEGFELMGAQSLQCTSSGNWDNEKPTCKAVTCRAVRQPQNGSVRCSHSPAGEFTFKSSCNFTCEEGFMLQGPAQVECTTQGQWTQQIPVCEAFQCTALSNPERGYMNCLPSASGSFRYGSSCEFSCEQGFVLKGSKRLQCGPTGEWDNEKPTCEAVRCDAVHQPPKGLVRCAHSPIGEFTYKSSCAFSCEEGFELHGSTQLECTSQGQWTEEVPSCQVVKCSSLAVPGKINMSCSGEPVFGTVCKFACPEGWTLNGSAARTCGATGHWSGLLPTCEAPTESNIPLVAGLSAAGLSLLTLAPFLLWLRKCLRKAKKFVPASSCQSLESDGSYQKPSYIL
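material = human umbilical vein endothelial cells (HUVEC), E-selectin induction | quantity = 3,000 cells/well | medium = EGM-2 growth medium on 0.1% gelatin-coated wells | technique = immunofluorescence imaging | read-out basis = % PE-positive cells | control set = TNF-alpha positive control, DMSO neutral control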
RAD52 inh: RAD52 (human) annealing inhibition. AID 651710. inhibition, % at 18.7 µM. 0.46% of 360,000 active. P43351. recombinant RAD52 DNA annealing, FRET fluorescence;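 active = every replicate showing at least 50% inhibition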
Target sequence (P43351 whole entry, looked up): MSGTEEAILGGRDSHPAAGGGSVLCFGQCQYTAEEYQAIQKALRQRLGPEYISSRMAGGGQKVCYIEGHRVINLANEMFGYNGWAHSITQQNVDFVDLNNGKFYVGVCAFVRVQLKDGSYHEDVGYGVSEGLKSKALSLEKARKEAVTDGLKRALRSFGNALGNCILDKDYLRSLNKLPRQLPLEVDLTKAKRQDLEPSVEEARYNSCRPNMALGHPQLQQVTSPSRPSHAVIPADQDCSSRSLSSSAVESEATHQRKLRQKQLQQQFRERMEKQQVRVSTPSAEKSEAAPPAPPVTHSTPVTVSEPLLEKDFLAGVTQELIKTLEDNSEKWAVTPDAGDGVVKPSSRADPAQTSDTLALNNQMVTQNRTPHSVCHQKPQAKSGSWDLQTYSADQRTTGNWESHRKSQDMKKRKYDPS
An asterisk follows results filed as active; · = not tested or not shown; & = joins results of further samples; [ ] = another dose, or the depositor's remark.

1	CCc1ccc(N2CC(C(=O)Nc3nc4ccc(S(C)(=O)=O)cc4s3)CC2=O)cc1 (configuration not stated)
2	COCCNC(=S)N/N=C(\C)c1ccccc1O
3	COc1ccc(CN(C)C(=O)CCC(=O)N2CCN(S(=O)(=O)c3ccc(Cl)cc3)CC2)c(OC)c1
4	O=C(c1ccncc1)N1C[C@H]2[C@@H](c3ccccc31)[C@H](CO)N2C(=O)c1ccncc1
5	CC(C)CN(C[C@@H]1[C@@H](c2ccccc2)[C@H](CO)N1C(=O)C1CCC1)C(=O)C1CC1
6	Cc1nn2c(C)c(C(=O)Nc3ccccc3)cnc2c1-c1ccccc1
7	CCn1c(SCC(=O)N2c3ccccc3CCc3ccccc32)nnc1-c1ccc(OC)cc1
8	COCC(=O)Nc1ccc2c(c1)[C@H]1C[C@H](CC(=O)NC3CCCC3)O[C@H](CO)[C@H]1O2

assay / compound	1	2	3	4	5	6	7	8
PglD DTNB	2	3	3	3	6	1	-3	-3
PGC1a acetyl inh	·	·	-8	5	-1	-6	-12	-13
Cneo AK release	-9	3	1	-3	-2	-1	4	3
ERAP1 inh	0	·	4	-3	1	7	·	0
miR-122 sensor	-3	-9	-4	19[16.7 µM]	50[16.7 µM]	·	0	-7[16.7 µM]
RAD54 branch	2	3	1	0	-6	3	-4	-1
E-sel inducer	0.6	·	·	-0.7	0.0	2.5	·	0.1
RAD52 inh	-22	·	-3	-15	-9	-5	·	-3

9	CC1Cc2ccccc2N1C(=O)Cn1cnc2ccccc2c1=O (configuration not stated)
10	COc1ccccc1CN(C)C(=O)c1cc(-c2cc(OC)c(OC)c(OC)c2)nc2ccccc12
11	CCOCCCNC(=O)CCC(=O)NNc1nc2ccccc2c2nc(C)nn12
12	O=C(NCC[C@H]1CC[C@H](NC(=O)Nc2cc(F)ccc2F)[C@H](CO)O1)Nc1ccc(F)cc1
13	CNC[C@H]1Oc2c(NS(=O)(=O)c3ccccc3)cccc2C(=O)N([C@H](C)CO)C[C@@H]1C
14	COc1ccc(OC)c(N/C(=N/C(=S)Nc2ccccc2)Nc2nc(C)cc(C)n2)c1
15	CCCCN(C(=O)c1cnccn1)c1c(N)n(CCC)c(=O)[nH]c1=O
16	O=C(O)c1ccc(N/N=C/c2cccc3nccnc23)cc1

assay / compound	9	10	11	12	13	14	15	16
PglD DTNB	5	-5	1	2	1&0	1	-1	4
PGC1a acetyl inh	2	·	1	9	-9&13	9	12	9
Cneo AK release	3	0	1	-5	0&2	0	-2	-3
ERAP1 inh	·	-4	4	2	4&4	·	8	-6
miR-122 sensor	-8	·	0	·	20[16.7 µM]	-2	-1	0
RAD54 branch	-5	0	-4	-1	8&1	-8	-7	-2
E-sel inducer	·	·	·	0.0	-0.1&0.3	·	·	0.2
RAD52 inh	·	-17	-3	11	13&-3	-15	-25	-22

17	CSc1ccc(/C=N/NC(=O)C[n+]2ccccc2)cc1
18	COc1ccc(S(=O)(=O)Nc2ccc3c(c2)CC(=O)N([C@H](C)CO)C[C@H](C)[C@@H](CN(C)Cc2ccc(C(=O)Nc4ccccc4N)cc2)O3)cc1
19	Cc1nc(C(=O)Nc2ccc(Cl)cc2)sc1C1(C)CC(c2ccccc2)=NO1 (configuration not stated)
20	O=C(COC(=O)c1ccccc1C(=O)c1ccc(Cl)cc1)NCc1ccccc1
21	CO[C@@H]1CN(C)C(=O)c2ccc(NC(=O)C3CC3)cc2OC[C@H](C)N(C(=O)CN2CCOCC2)C[C@@H]1C
22	COc1ccc(C(=O)NCC(c2ccc(F)cc2)N2CCOCC2)cc1S(=O)(=O)N1CCCC1 (configuration not stated)
23	Oc1cccc2ccc[n+](CC(O)Cn3c4ccccc4c4ccccc43)c12 (configuration not stated)
24	C[C@@H]1CN([C@H](C)CO)C(=O)c2cc(NC(=O)NC3CCCCC3)ccc2O[C@@H]1CN(C)Cc1ccc(C(F)(F)F)cc1

assay / compound	17	18	19	20	21	22	23	24
PglD DTNB	-4	·	-1	1	2	-7	-4	1
PGC1a acetyl inh	22	-8	11	8	-11	-4	-1	-10
Cneo AK release	0	·	-4	0	1	1	8	1
ERAP1 inh	-1	4	-3	-2	2	·	·	1
miR-122 sensor	-5	11[16.7 µM]	-2	-10	·	1	7	-2[16.7 µM]
RAD54 branch	-6	·	-12	-4	-2	9	19	-5
E-sel inducer	-0.1	-0.2	-0.2	-1.0	0.3	·	-0.4	1.9
RAD52 inh	-5	-3	-9	6	-6	·	·	-6

25	Cc1ccc(-c2cc(C(=O)N/N=C/c3ccc([N+](=O)[O-])o3)c3ccccc3n2)o1
26	O=C(Nc1ccc(Cl)cc1)Nn1cnnc1
27	COc1ccc(C(=O)Nc2ccc3nc4n(c(=O)c3c2)CCCCC4)cc1OC
28	Cc1ccc(C(=O)Nc2cccc(C(=O)NCc3ccccc3)c2)o1
29	COCC(=O)Nc1ccc2c(c1)[C@H]1C[C@@H](CC(=O)N3CCc4ccccc4C3)O[C@H](CO)[C@H]1O2
30	CO[C@@H]1CN(C)C(=O)c2ccc(NC(=O)C3CCOCC3)cc2OC[C@@H](C)N(CC2CCOCC2)C[C@H]1C
31	CCn1cc(CNC(=O)C2CCC(=O)N(CCc3cccc(F)c3)C2)cn1 (configuration not stated)
32	COc1ccccc1NC(=O)N(C)C[C@H]1OCc2ccccc2-c2c(n(C)c3ccccc23)C(=O)N([C@@H](C)CO)C[C@@H]1C

assay / compound	25	26	27	28	29	30	31	32
PglD DTNB	1	-1	-2	3	0	-3	-2	-3
PGC1a acetyl inh	-2	2	·	10	-2	·	0	-4
Cneo AK release	-4	3	-1	-3	-5	-3	-1	-3
ERAP1 inh	1	1	-1	·	-2	0	0	-1
miR-122 sensor	1	1	-3	·	6[16.7 µM]	7[16.7 µM]	-5	·
RAD54 branch	1	-9	6	4	7	-4	6	0
E-sel inducer	-0.9	·	0.8	·	0.0	-0.1	1.1	-0.5
RAD52 inh	-8	-6	-8	·	-7	0	-19	8

Looked up above:
no. 31 in PGC1a acetyl inh reads 0
no. 32 in Cneo AK release reads -3
no. 27 in ERAP1 inh reads -1
no. 29 in RAD54 branch reads 7
no. 30 in PglD DTNB reads -3

Further entries follow:
33	O=C(c1cccc(Oc2ccccc2)c1)N1CCN(c2ccccn2)CC1
34	CCOc1cc(/C=N/NC(=O)c2ccncc2)ccc1OC(=O)c1ccco1
35	CC(C)CC(c1nnnn1CC1CCCO1)N1CCN(c2cccc(Cl)c2)CC1 (configuration not stated)
36	CS(=O)(=O)N(C(=O)NC(=O)NC12CC3CC(CC(C3)C1)C2)C1CCCCC1
37	CCOc1cc(C(=O)NC(C)CC)cc(OCC)c1OCC (configuration not stated)
38	CCCNC(=O)N1CC(=O)N2[C@@H](CO)[C@@H](c3ccc(C#Cc4cccc(F)c4)cc3)[C@@H]2C1
39	COc1ccc(/C=N/NC(=O)c2ccncc2)cc1CSc1nc2ccccc2s1
40	CC(C)CCN1CCN(Cc2ccsc2)CC1CCO (configuration not stated)

assay / compound	33	34	35	36	37	38	39	40
PglD DTNB	7	7	0	·	-1	·	-4	·
PGC1a acetyl inh	-32	2	-6	2	4	6	·	·
Cneo AK release	4	8	3	·	0	·	1	·
ERAP1 inh	4	-3	·	-2	·	0	·	-1
miR-122 sensor	3	-1	3	·	-3	·	-12	4
RAD54 branch	-5	-6	7	·	-16	·	0	·
E-sel inducer	·	0.4	·	-0.3	·	-0.3	2.4	3.8
RAD52 inh	-22	-17	·	-14	·	5	·	-3

Sorted by value in miR-122 sensor (smallest number first): some entries from above.
#	canonical_smiles	miR-122 sensor
39	COc1ccc(/C=N/NC(=O)c2ccncc2)cc1CSc1nc2ccccc2s1	-12
33	O=C(c1cccc(Oc2ccccc2)c1)N1CCN(c2ccccn2)CC1	3
40	CC(C)CCN1CCN(Cc2ccsc2)CC1CCO (configuration not stated)	4

Remaining list, next part.
41	CN(C)Cc1cn(CC[C@H]2CC[C@H](NC(=O)Nc3ccc4c(c3)OCO4)[C@H](CO)O2)nn1
42	N#C[C@@H]1[C@H](c2ccccc2)[C@H](CO)N1C(=O)c1ccccc1F
43	CCCSc1ccc([C@@H]2[C@H]3C(=O)N(CC)C(=O)[C@H]3[C@]3(C(=O)OC)CCCN23)cc1
44	Cc1cccc(C)c1OCC(O)Cn1c2ccccc2c2ccccc21 (configuration not stated)
45	C[C@H]1CN([C@@H](C)CO)C(=O)c2cccc(NC(=O)Nc3ccc(F)cc3)c2O[C@H]1CN(C)C(=O)Nc1ccc(F)cc1
46	O=C(COC(=O)CCCSc1nc2ccccc2[nH]1)Nc1ccc(Cl)cc1
47	CN1C(=O)c2cc(NC(=O)C3CCCC3)ccc2OC[C@H]2O[C@H](CC(=O)NCC3CC3)CC[C@@H]21
48	Cc1cc(C(F)(F)F)n(-c2nc(C(=O)NNS(=O)(=O)c3ccccc3[N+](=O)[O-])cs2)n1

assay / compound	41	42	43	44	45	46	47	48
PglD DTNB	-5	24	-2	2	11	10	-1	·
PGC1a acetyl inh	4	4	-1	-8	5	·	9	110*
Cneo AK release	5	47	0	-6	-8	-1	1	·
ERAP1 inh	-1	0	0	·	-4	-5	-1	3
miR-122 sensor	4[16.7 µM]	·	3	7	-4[16.7 µM]	-7	-2[16.7 µM]	-3
RAD54 branch	0	6	-14	-1	-10	10	-1	·
E-sel inducer	0.8	-0.2	-0.4	·	0.1	2.9	0.1	·
RAD52 inh	3	-5	-201	·	-1	-10	12	-53

49	CC(C)=CC(=O)OCc1csc(CC(=O)Nc2ccccc2C)n1
50	COc1ccccc1-c1ccc2c(c1)O[C@H](CN(C)C)[C@@H](C)CN([C@H](C)CO)S2(=O)=O
51	CN1CCN(C(=O)C2=C[C@@H](c3ccc(C(F)(F)F)cc3)C[C@@H](OCc3ccc(CO)cc3)O2)CC1
52	C[C@@H]1CN([C@H](C)CO)S(=O)(=O)c2ccc(C#Cc3ccccc3F)cc2O[C@H]1CN(C)C

assay / compound	49	50	51	52
PglD DTNB	4	0	2&7	-1
PGC1a acetyl inh	-5	-11	0	6
Cneo AK release	0	5	5&24	7
ERAP1 inh	5	0	3&2	1
miR-122 sensor	0	22[16.7 µM]	·	3[16.7 µM]
RAD54 branch	-5	8	2&-1	5
E-sel inducer	·	-0.5	-0.1	0.4
RAD52 inh	-28	7	9&-37	-15

Already shown: two of the compounds above.
48	Cc1cc(C(F)(F)F)n(-c2nc(C(=O)NNS(=O)(=O)c3ccccc3[N+](=O)[O-])cs2)n1
49	CC(C)=CC(=O)OCc1csc(CC(=O)Nc2ccccc2C)n1

assay / compound	48	49
PglD DTNB	·	4
PGC1a acetyl inh	110*	-5
Cneo AK release	·	0
ERAP1 inh	3	5
miR-122 sensor	-3	0
RAD54 branch	·	-5
E-sel inducer	·	·
RAD52 inh	-53	-28
